Bioassay records: PubChem, NCI
yeast sgs1 mgt1: NCI yeast anticancer drug screen, S. cerevisiae sgs1 mgt1 strain | % growth inhibition at 50 µM | actives 10% (n = 78,000) | AID 161;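 note: 0% = growth of vehicle-only cultures of the same strain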
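Percent growth inhibition was derived by comparing compound-exposed mutant yeast with vehicle-exposed cultures. The strain carries alterations in DNA damage repair.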
cln2 rad14: NCI yeast anticancer drug screen, S. cerevisiae cln2 rad14 strain; % growth inhibition at 50 µM; actives 8.3% (n = 78,000); AID 165;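 note: 0% = growth of vehicle-only cultures of the same strain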
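Each compound was tested on cln2 rad14 yeast. Inhibition of growth was calculated against vehicle-exposed controls.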
rad50: NCI yeast anticancer drug screen, S. cerevisiae rad50 strain. % growth inhibition at 50 µM. actives 10% (n = 79,000). AID 155;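 note: 0% = growth of vehicle-only cultures of the same strain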
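Readout: growth inhibition relative to vehicle-treated cultures. Compound exposure was carried out in a genetically defined yeast strain deficient in DNA damage repair.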
bub3: NCI yeast anticancer drug screen, S. cerevisiae bub3 mutant strain; actives 9.9% (n = 78,000); % growth inhibition at 50 µM;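 note: 0% = growth of vehicle-only cultures of the same strain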
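Compounds were applied to a genetically altered yeast strain carrying a cell-cycle control defect. Growth inhibition was scored against vehicle-treated controls.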
yeast mec2-1: NCI yeast anticancer drug screen, S. cerevisiae mec2-1 strain. growth inhibition, % at 50 µM. actives 9% (n = 79,000). AID 157;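 note: 0% = growth of vehicle-only cultures of the same strain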
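Compounds were applied to mec2-1 yeast cells. Their growth was then compared with that of vehicle-treated cultures to give growth inhibition.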
yeast mlh1 rad18: NCI yeast anticancer drug screen, S. cerevisiae mlh1 rad18 strain | actives 11% (n = 79,000) | AID 175 | growth inhibition, % at 50 µM;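 note: 0% = growth of vehicle-only cultures of the same strain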
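Vehicle-treated cultures served as the reference for growth inhibition in a yeast strain carrying DNA damage repair alterations exposed to each compound.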
Active calls of the source: *; & = joins results of further samples. Cut-off read from the data, not from the text of the source: active = growth inhibition above about 70%; inactive = the rest.

No.	molecule	yeast sgs1 mgt1	cln2 rad14	rad50	bub3	yeast mec2-1	yeast mlh1 rad18
1	O=[N+]([O-])c1ccc(S(=O)/N=C/c2ccccc2)c([N+](=O)[O-])c1 (stereo not given)	67.6	9.0	48.2	25.9	45.5	74.3*
2	CC(=O)N(N)c1ccccc1	33.3	57.7	57.5	87.8*	32.2	88.4*
3	COC(=O)C(C(=O)OC)(c1ccccc1)c1ccccc1	6.5	-1.4	4.6	22.9	12.9	8.1
4	COC(=N)C(C)C	4.9	13.1	26.4	-6.2	14.9	22.6
5	Cc1c(C(C)C(=O)O)c2ccccc2n1C (stereo not given)	31.9	33.1	39.0	56.8	12.9	45.1
6	NC(=O)c1c[nH]c(=O)cc1O	50.2	18.8	-5.3	7.3	-13.6	0.0
7	CN(C)CCCC12OC(c3ccccc31)C(O)c1ccccc12 (stereo not given)	-2.0	-7.2	-3.9	-10.3	3.0	-9.7
8	CC(C)/C=C\C(=O)CC(C)C	9.3	5.9	-3.6	17.4	28.8	18.6
9	CC(O)(c1ccc(Cl)cc1)c1ccc(Cl)cc1	1.2	-52.6	-4.0	-8.8	-18.9	-15.8
10	O=c1c(C=Nc2ccccc2Cl)c(O)n(-c2ccccc2)c(=O)n1-c1ccccc1	-11.9	-19.4	-27.8	-2.8	-11.3	-58.8
11	NCCNC1CCCCC1O (stereo not given)	-30.1	-2.5	0.9	6.3	1.2	-5.8
12	O=[N+]([O-])c1ccccc1-c1ccccc1[N+](=O)[O-]	33.8	10.0	24.7	-24.4	16.3	-10.8

Random excerpt: 3 entries already listed, in no set order.
No.	molecule	yeast sgs1 mgt1	cln2 rad14	rad50	bub3	yeast mec2-1	yeast mlh1 rad18
1	O=[N+]([O-])c1ccc(S(=O)/N=C/c2ccccc2)c([N+](=O)[O-])c1 (stereo not given)	67.6	9.0	48.2	25.9	45.5	74.3*
12	O=[N+]([O-])c1ccccc1-c1ccccc1[N+](=O)[O-]	33.8	10.0	24.7	-24.4	16.3	-10.8
5	Cc1c(C(C)C(=O)O)c2ccccc2n1C (stereo not given)	31.9	33.1	39.0	56.8	12.9	45.1

Other entries follow:
No.	molecule	yeast sgs1 mgt1	cln2 rad14	rad50	bub3	yeast mec2-1	yeast mlh1 rad18
13	O=C1CNC(=O)N1CCCl	-7.7	6.3	19.7	6.2	-4.7	-6.7
14	Cc1nn(C2CC(OC(=O)c3ccc([N+](=O)[O-])cc3)C(OC(=O)c3ccc([N+](=O)[O-])cc3)C(COC(=O)c3ccc([N+](=O)[O-])cc3)O2)c(=O)[nH]c1=O (stereo not given)	-9.2	-5.8	2.1	-1.2	7.5	5.2
15	CCCCCCCCCCCCCCC(C(=O)[O-])[n+]1ccccc1 (stereo not given)	98.8*	95.8*	98.5*	97.3*	99.0*	98.0*
16	CN(C)C(=S)Oc1c([N+](=O)[O-])cc([N+](=O)[O-])cc1C(C)(C)C	93.8*	78.0*	94.0*	92.6*	89.9*	95.0*
17	CC1(C)CC2=C(Sc3ccccc3N2)C(=O)C1C(=O)C(=O)Nc1cccc([N+](=O)[O-])c1 (stereo not given)	-11.7	-35.9	-22.1	2.0	-22.8	1.1
18	N#CC(CC(=O)O)=C(c1ccccc1)c1ccccc1	-20.5	11.7	-6.8	-50.8	-22.2	8.9
19	O=C1CSC2=NC3=C(COC/C3=C\c3ccc(Br)cc3)C(c3ccc(Br)cc3)N12 (stereo not given)	39.1	18.9	7.0	33.6	14.3	33.1
20	O=C1CCCC2=C1C(c1ccccc1)/C(=N/O)O2 (stereo not given)	-4.5	-12.1	14.6	8.0	-11.2	16.1
21	C/C(=N\NC(=S)N1CCN(c2ccccn2)CC1)c1ncccn1	45.9	83.2*	32.5	93.6*	49.9	86.0*
22	Cc1cc(CC(O)(c2ccccc2)c2ccccc2)nc2[nH]c(=O)ccc12	-1.1	44.9	0.7	7.0	-6.7	-1.4
23	CCCCCCC[CH2][Sn]1([CH2]CCCCCCC)[O]C2C(CO)OC(n3ccc4c(N)ncnc43)C2[O]1 (stereo not given)	18.1	70.2*	-0.4	4.5	15.2	-0.8
24	COc1ccc(-c2cc(C(=O)O)c3cccc(C)c3n2)cc1	35.0	36.1	35.6	23.8	-1.7	47.1

Whole records, quoted from the list:
`COc1ccc(-c2cc(C(=O)O)c3cccc(C)c3n2)cc1` is entered as yeast sgs1 mgt1 = 35.0; cln2 rad14 = 36.1; rad50 = 35.6; bub3 = 23.8; yeast mec2-1 = -1.7; yeast mlh1 rad18 = 47.1
`O=C1CNC(=O)N1CCCl` is entered as yeast sgs1 mgt1 = -7.7; cln2 rad14 = 6.3; rad50 = 19.7; bub3 = 6.2; yeast mec2-1 = -4.7; yeast mlh1 rad18 = -6.7

(list continues)
No.	molecule	yeast sgs1 mgt1	cln2 rad14	rad50	bub3	yeast mec2-1	yeast mlh1 rad18
25	Cc1cc(C(=O)O)c(CO)c(=O)n1C	-7.3	-15.1	1.8	2.5	-18.0	5.2
26	COc1ccc(C#N)c(-c2ccccc2)c1	17.5	3.0	-11.2	-6.2	-13.2	-12.3
27	CC1(C=O)CCC23COC4(CCC5C6(C)CCC(OC7OCC(OC8OC(CO)C(O)C(OC9OC(CO)C(O)C(O)C9O)C8OC8OCC(O)C(O)C8O)C(O)C7OC7OC(CO)C(O)C(O)C7O)C(C)(C)C6CCC5(C)C4(C)CC2O)C3C1 (stereo not given)	88.2*	86.2*	66.8	87.1*	85.2*	82.3*
28	CC(=O)Nc1ccc(C(=O)NN2C(=O)C(Cl)C2c2ccccc2O)cc1 (stereo not given)	-45.9	0.1	-24.8	-38.1	-16.3	-32.9
29	Cc1[nH]c(=O)[nH]c(=O)c1/C=C/C(=O)NC(CO)CS(=O)CS(C)=O (stereo not given)	9.8	13.1	3.9	5.6	-11.2	-10.4
30	Fc1ccc(CSc2cnnc(SCc3ccc(F)cc3)c2SCc2ccc(F)cc2)cc1	-20.2	-21.9	-23.2	-13.9	2.8	-34.7
31	Clc1ccc(-c2nnc3n2NC(c2ccccc2)S3)c(Cl)c1 (stereo not given)	-13.8	10.8	2.7	-18.9	-26.0	-27.6
32	OC1CCCC1c1ccccc1 (stereo not given)	-11.9	-7.5	6.4	-3.7	-24.4	4.5
33	COc1ccc(C2(C)OCCC(C)O2)cc1 (stereo not given)	0.1	-24.1	-0.2	-5.2	-18.1	10.6
34	CC(=O)NNC(=S)N/C=C\c1nc2ccccc2[nH]c1=O	-22.4	4.0	-1.8	-8.3	-18.5	-3.0
35	CC(C)(c1ccccc1)c1ccc(Oc2ccc3c(c2)-c2nc-3nc3[nH]c(nc4nc(nc5[nH]c(n2)c2ccc(Oc6ccc(C(C)(C)c7ccccc7)cc6)cc52)-c2cc(Oc5ccc(C(C)(C)c6ccccc6)cc5)ccc2-4)c2ccc(Oc4ccc(C(C)(C)c5ccccc5)cc4)cc32)cc1	-26.0	7.3	-35.9	-23.0	-33.9	-40.8
36	COc1ccc(N=Cc2ccc(C#N)cc2)cc1	-7.2	8.0	9.4	-12.8	-25.2	-4.9
37	COc1ccc(C2(C)C=C(C)C=C(C)C2=O)cc1 (stereo not given)	-12.2	-15.9	-5.1	-9.7	2.9	7.8
38	CSC(=S)N(C)/N=C/c1cccc(C)n1	16.2	-11.2	8.9	9.4	8.8	11.2
39	COC(=O)c1ccc(C(C)C)cc1	-1.4	16.1	3.0	0.3	11.8	4.0
40	CC(C)=CN(C)C (tested in a mixture with another compound)	91.7*	98.4*	93.5*	91.2*	96.7*	95.8*
41	OC(Cc1ccccc1)c1ccccc1 (stereo not given)	-24.8	16.2	-21.9	-5.2	-19.8	1.5
42	CC1(C)CN(C(=O)OCc2ccccc2)[C@@H]2N1C(=O)[C@@]2(C)OCCCO[C@]1(C)C(=O)N2[C@H]1N(C(=O)OCc1ccccc1)CC2(C)C	-16.4	5.3	0.8	-8.3	-16.9	-6.0
43	O=C(Nc1cccc(C(F)(F)F)c1)Oc1ccc(Cl)c2cccnc12	92.8*	88.9*	89.8*	91.7*	91.8*	91.7*
44	O=c1[nH]c2c(ccc3cnccc32)c2c1CCC2	16.4	27.1	22.6	20.8	8.8	20.8
45	CC(C)(C)OC(=O)Cn1ncn(NC(=O)Cc2ccccc2)c1=S	1.1	-37.2	-27.6	-33.5	-23.9	-15.7
46	O=c1c(N=Nc2nc3ccccc3s2)c(O)n(-c2ccccc2)c(=S)n1-c1ccccc1	43.1	15.1	33.4	27.4	5.3	62.6
47	O=C(CN1c2ccccc2Sc2ccccc21)N1CCNCC1	-11.6	3.4	-25.1	-10.3	-42.5	3.1
48	Nc1ncnc2c1ncn2C1OCC(OCc2ccccc2)C(OCc2ccccc2)C1OCc1ccccc1 (stereo not given)	99.2*	96.8*	98.3*	97.5*	96.0*	98.1*
49	CN(C)CC(CN(C)C)C(=O)/C=C/c1ccc(O)cc1	6.0	6.3	1.4	22.4	-2.2	5.5
50	CCCCNC(=O)C(=O)NCCCC	4.6	28.6	10.8	7.0	7.2	1.8
51	CCCCCC(Br)C(Br)CC(Br)C(Br)CCCCCCCC(=O)c1ccc2ccccc2c1O (stereo not given)	2.9&10.4	-2.2&8.1	22.1&2.8	5.9&-18.3	0.5&-2.0	7.2&-3.1
52	CN(C)C(=S)/N=c1\ss/c(=N/C(=S)N(C)C)n1-c1ccc([N+](=O)[O-])cc1	97.8*	91.3*	97.8*	98.8*	93.3*	98.2*
53	CCCN(CCC)c1ccc(Cc2ccc(N(CCC)CCC)cc2N)c(N)c1	44.5	97.0*	97.8*	96.8*	98.3*	98.1*
54	COc1cc(/C=C/C(=N\NS(=O)(=O)c2ccc(C)cc2)c2sc(NNC(C)=O)nc2C)ccc1O	-3.6	15.2	-11.3	7.5	-2.6	-1.2
55	NC(=O)c1ccccc1	-0.3	-1.7	4.2	-0.9	12.6	5.6
56	Clc1cccc(-c2ncc(-c3ccccc3)o2)c1	-0.6	-29.2	8.7	2.1	-3.8	19.1
57	CC(C)(C)N(O)c1ccc(P(=O)(c2ccccc2)c2ccccc2)cc1	12.3	-4.7	23.4	-2.4	15.4	11.8
58	Cc1ccc(O)cc1C=C(Cl)Cl	35.6	22.8	18.6	-0.3	0.2	11.4
59	CCSc1nc(C)c(C)c(=O)[nH]1	22.4	16.0	14.2	21.8	-10.9	12.8
60	COc1ccc2nc(C)cc(N=[N+]=[N-])c2c1	-16.5	-46.5	-34.6	8.6	1.4	10.6
61	O=[N+]([O-])/C(C(Cl)=C(Cl)Cl)=C(/Cl)Sc1ccccc1	85.7*	89.8*	91.8*	89.1*	92.1*	91.4*
62	O=c1[nH]ccc(CNC23CC4CC(CC(C4)C2)C3)c1O	61.9	39.9	49.9	36.4	21.4	81.5*
63	COC(=O)C(=O)C(C(=O)C(=O)Nc1ccc(F)cc1)c1nc2ccc([N+](=O)[O-])cc2[nH]c1=O (stereo not given)	-11.8	21.6	14.8	13.2	26.1	15.6
64	CCCCCCCCCC[N+](=O)[O-]	-6.0	6.0	-12.2	0.6	-21.7	6.9
65	O=C1OCC/C1=C\c1cccc([N+](=O)[O-])c1	11.2	-42.7	10.4	22.5	14.4	26.9
66	CC(=O)Nc1ccccc1S(=O)(=O)c1c(-c2c(C)c(Cl)c(C)c(Cl)c2C)noc1C	1.4	3.8	-18.3	-17.1	15.4	-0.8
67	CC(C)c1ccc2c(c1)CCC1C(C)(C)[C@@H](O)CC[C@]21C (stereo not given in full)	-23.2	19.4	-15.3	-32.6	-40.1	-22.3
68	c1ccc2c3c([nH]c2c1)C1C2CCCCN2C(c2ccncc2)N1CC3 (stereo not given)	-24.4	-9.5	-41.6	-41.5	-21.1	-24.7
69	CCCCC/C=C1\CCC(CN2CCOCC2)C1=O (stereo not given)	91.9*	90.1*	89.5*	90.3*	90.7*	89.0*
70	CCCC1N2CCCCC2[C@@H]2c3[nH]c4ccccc4c3CCN12 (stereo not given in full)	-0.5	7.1	-9.2	-7.8	-38.2	2.8
71	Cc1ccc(S(=O)(=O)NCC(C)C)cc1	12.1	9.9	24.2	7.7	23.3	9.8
72	O=C1c2ccccc2-c2c(Cl)cc(NC(=O)C(F)(F)F)cc21	9.7	-42.9	-3.0	11.9	-5.0	-16.1
73	Nc1ccc2c(c1)C1C(C3C2C2(Cl)C(Cl)=C(Cl)C3(Cl)C2(Cl)Cl)C2(Cl)C(Cl)=C(Cl)C1(Cl)C2(Cl)Cl (stereo not given)	21.9	24.1	33.6	50.1	24.9	39.5
74	N#Cc1ccc(P(=O)(O)O)cc1	12.4	0.8	14.7	0.4	10.3	1.4
75	O=[N+]([O-])c1c(O)c(O)c2ccccc2c1Nc1ccccc1	-0.3	-62.4	-29.9	11.7	-5.8	-1.6
76	CC(C)(c1ccc(Oc2ccc(C#N)c(C#N)c2)cc1)c1ccc(Oc2ccc(C#N)c(C#N)c2)cc1	-14.9	1.9	-12.7	-3.7	-34.2	-6.0
77	O=C(Cc1ccccc1)NO	-5.5	-32.3	-0.2	-3.5	-1.9	-0.3
